# SR-BI HDL uptake – mouse SR-BI HDL lipid transfer inhibition; ldlA[mSR-BI] CHO cells, DiI-HDL uptake fluorescence, 3 h; inhibition, % at 12.5 µM; 320,000 compounds, 0.96% hits; AID 488896;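 active = mean replicate inhibition of at least 70% and a set share of replicates each scoring 70 or more; inconclusive = meets just one of the two criteria; inactive = fails both criteria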;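 note: 0% = median of neutral control wells and 100% = median of positive control wells; values of inactives mirror those of a sister screen read the other way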
# dFosB activator – enhances mouse delta FosB homodimer DNA binding | purified delta FosB, TAMRA-CDK5 oligo fluorescence polarization; percent of positive-control signal above neutral wells | activation, % at 25 µM | 340,000 compounds, 0.99% hits | AID 493131;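 active = mean activation above about 17%, with every replicate also reaching it, limit read from the data, passing the limit was not always enough; inconclusive = only one of the two conditions met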;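 note: fluorescence polarization rise as delta FosB binds a TAMRA Cdk5 AP-1 oligo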
# Target sequence (P13346 whole entry, looked up): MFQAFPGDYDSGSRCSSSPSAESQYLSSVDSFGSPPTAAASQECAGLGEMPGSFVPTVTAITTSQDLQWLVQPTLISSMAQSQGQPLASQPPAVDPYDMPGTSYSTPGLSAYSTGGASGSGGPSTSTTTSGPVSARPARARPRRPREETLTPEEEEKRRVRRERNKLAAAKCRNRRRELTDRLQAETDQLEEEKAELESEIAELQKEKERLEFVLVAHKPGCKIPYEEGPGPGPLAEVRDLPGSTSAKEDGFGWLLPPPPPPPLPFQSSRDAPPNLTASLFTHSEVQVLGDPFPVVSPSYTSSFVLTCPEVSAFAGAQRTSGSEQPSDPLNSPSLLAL
# NSD2 inh – inhibitors of human histone methyltransferase NSD2 | NSD2 peptide methylation, AlphaScreen, 120 min | O96028 | AID 743445 | 310,000 compounds, 0.54% hits | inhibition, % at 12.5 µM; in the data active = inhibition above about 50%
# PfHsp90 yeast 2 – inhibits growth of yeast expressing Plasmodium falciparum Hsp90. S. cerevisiae expressing PfHsp90, BacTiter-Glo ATP, 48 h; yeast lacking PDR1 and PDR3 efflux regulators. inhibition, % at 9.4 µM. 310,000 compounds, 0.32% hits. AID 504621;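 active = every replicate shows inhibition above about 80%, whatever the replicate mean, limit read from the data; inconclusive = mean inhibition reaches the set limit but some replicate falls short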;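 note: 0% = DMSO neutral controls and 100% = 20 µM radicicol positive controls; yeast relying on Plasmodium falciparum Hsp90 in place of its own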
# PvdQ inh – P. aeruginosa PvdQ acylase inhibition; purified PvdQ acylase, fluorescence plate reader; inhibition, % at 10 µM; 340,000 compounds, 0.063% hits; AID 488965; in the data active = inhibition above about 30%, passing the limit was not always enough; inconclusive = no clear call, values can overlap the other calls;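 note: 0% = vehicle neutral wells and 100% = reference inhibitor wells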
# CAL PDZ FP-1 – CAL PDZ (human) peptide binding inhibition. Q9HD26. purified CAL PDZ, TMR-peptide fluorescence polarization, 1 h. inhibition, % at 24.9 µM. 300,000 compounds, 0.92% hits. AID 602252;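 active = mean inhibition of at least 30% with at least half of replicates also reaching 30%; inconclusive = no clear call, values can overlap the other calls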;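 note: 0% = DMSO neutral control and 100% = excess unlabeled competitor peptide PRC23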
# MITF TRPM1 HTS – activators of MITF-driven TRPM1 promoter activity in SK-MEL-5 cells; activation, % at 12.5 µM; 300,000 compounds, 0.75% hits; SK-MEL-5 TRPM1-promoter luciferase, 24 h; % of positive control, neutral wells = 0;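 active = mean activation of at least 80% with every replicate also reaching 80%; inconclusive = mean reaches 80% but some replicate falls short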;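 note: 0% = neutral control wells and 100% = parthenolide positive control wells; values of inactives mirror those of a sister screen read the other way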
# Rtt109 Vps75 – C. albicans Rtt109 histone acetyltransferase inhibition | Q5AAJ8 | purified Rtt109/Vps75, ThioGlo CoA-SH fluorescence, 4 h | inhibition, % at 34.9 µM | 330,000 compounds, 0.16% hits;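 active = inhibition of at least 50% in every replicate; inconclusive = best replicate reaches 50% inhibition but some replicates fall short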
# Target sequence (Q5AAJ8 whole entry, looked up): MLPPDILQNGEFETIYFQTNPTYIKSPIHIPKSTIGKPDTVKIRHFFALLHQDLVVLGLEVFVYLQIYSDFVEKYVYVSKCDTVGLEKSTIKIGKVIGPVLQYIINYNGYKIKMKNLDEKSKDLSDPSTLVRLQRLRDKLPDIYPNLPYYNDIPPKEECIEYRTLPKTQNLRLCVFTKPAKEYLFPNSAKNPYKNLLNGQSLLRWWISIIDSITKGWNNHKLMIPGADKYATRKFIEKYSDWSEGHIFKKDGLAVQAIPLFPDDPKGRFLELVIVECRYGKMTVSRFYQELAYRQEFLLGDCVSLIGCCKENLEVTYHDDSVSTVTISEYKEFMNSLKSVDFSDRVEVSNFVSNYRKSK
# SR-BI DiI-HDL act – activators of SR-BI mediated HDL lipid uptake | CHO ldlA[mSR-BI] cells, DiI-HDL uptake fluorescence, 3 h; 100 = double the neutral-control signal | activation, % at 12.5 µM | 320,000 compounds, 0.096% hits | AID 504775;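 active = mean replicate activation of at least 60% and every replicate at or above 60%; inconclusive = mean or all-replicate condition met, but not both; inactive = mean below 60% and not all replicates reaching 60%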;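 note: 0% = median plate neutral-control signal and 100% = twice that signal; values of inactives mirror those of a sister screen read the other way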
#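 Test system: SR-BI-overexpressing, LDLR-lacking CHO cells; Medium: Ham's F12 with 0.5% BSA, HEPES 25 mM, pH 7.4; Schedule: 3 h, 37 °C; Technique: bottom-read fluorescence, 550/595 nm.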
# CAL PDZ FP-2 – blocks peptide binding to human CAL PDZ domain. purified CAL PDZ, TMR-peptide fluorescence polarization, 1 h. inhibition, % at 20 µM. 330,000 compounds, 0.02% hits. AID 504414;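 active = highest replicate inhibition of at least 40%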;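 note: plate controls were DMSO neutral control wells for no effect and unlabeled competitor peptide control wells for full effect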
#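 Test system: tagged CAL PDZ domain / Buffer or medium: sodium phosphate/NaCl buffer pH 7.4 with TCEP, IgG, Thesit / Reagent: TMR-labelled reporter peptide T*-PRC34 bound in PDZ groove / Compound dosing: single point, 20 µM / Schedule: 1 h incubation at room temperature before polarization reading / Technique: fluorescence polarization (mP) / Benchmarks: unlabelled peptide, DMSO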
# * marks the source's active call; other numbers are inactive results; ? = inconclusive; . = not tested or not shown.
structure	SR-BI HDL uptake	dFosB activator	NSD2 inh	PfHsp90 yeast 2	PvdQ inh	CAL PDZ FP-1	MITF TRPM1 HTS	Rtt109 Vps75	SR-BI DiI-HDL act	CAL PDZ FP-2
COCc1nnc(NC(C)=O)s1	-9.5	1.8	-3.2	-19.8	-16.9	3.4	-1.3	-10.2	9.5	0.6
O=C(CN1CCOC1=O)N1CCCC(Nc2ccc(F)c(F)c2)C1 (stereo unspecified)	-15.5	-3.2	4.0	10.0	-13.6	-2.7	9.5	-9.7	15.5	-2.7
COc1ccc([N+](=O)[O-])cc1/C=N/NC(=O)/C(=C\c1cccs1)NC(=O)c1ccccc1	36.2	-3.9	0.3	6.8	9.0	-0.4	-7.8	8.1	-36.2	-1.6
Oc1ccc(C[C@@H]2CNCCN2CC2(c3ccccc3)CC2)cc1	-36.8	1.2	.	6.9	-5.1	-1.0	17.1	4.5	36.8	-0.5
O=S(=O)(Cc1cc(NCc2ccccc2)nc(-c2ccncc2)n1)c1ccccc1	4.5	1.9	-1.4	-26.6	-3.5	0.2	3.7	-0.2	-4.5	-2.4
O=C(NCc1ccc(Cl)cc1)c1cccc2c1C(=O)N(CC1CCCO1)C2 (stereo unspecified)	-2.6	-14.7	.	-21.8	-5.3	.	4.6	-2.3	2.6	-1.1
CC(C)CC1NC(=O)N(CC(=O)Nc2ccc3c(c2)CCC3)C1=O (stereo unspecified)	4.5	-2.6	0.3	35.5	-3.5	-1.4	4.3	-9.0	-4.5	-8.4
CCNC(=S)Nc1ccc(N2CCCCC2)cc1	-3.1	8.6	5.5	1.8	1.6	-2.9	-0.6	2.4	3.1	-0.9
CCN(Cc1ccccc1)C(=O)COC(=O)c1cnc(C)cn1	-22.2	2.5	2.9	8.4	-4.4	.	7.1	-14.0	22.2	0.2
N#Cc1nc(Cc2ccccc2)oc1N1CCC(Cc2ccccc2)CC1	0.7	-7.8	7.3	1.0	-3.3	-0.8	6.2	1.6	-0.7	0.1
CC(NC(=O)c1ccc2c(c1)OCCO2)C(=O)O (stereo unspecified)	-3.5	6.2	-3.4	-22.1	1.2	0.0	19.8	.	3.5	-2.1
CCOC(=O)c1[nH]ncc1CN1CCN(Cc2ccc(C)cc2)C(CCO)C1 (stereo unspecified)	1.5	-3.5	-1.3	18.6	-0.3	-3.0	9.8	-0.7	-1.5	-0.7
Cn1c(=O)[nH]c(=O)c2c1nc(N1CCN(c3ccccc3)CC1)n2CCSc1ncccn1	-71.4	-10.4	.	8.5	3.3	-0.1	.	4.6	71.4*	0.3
Nc1ccccc1SCC(O)Cn1ccc2ccccc21 (stereo unspecified)	14.7	-12.1	3.5	-5.1	-4.4	-3.2	7.3	0.2	-14.7	-1.6
CC1=CC(=O)C=C(C)C1=NOC(=O)/C=C\c1ccccc1	9.8	-4.6	-1.2	4.3	6.2	1.9	-1.3	2.3	-9.9	-0.3
COc1ccc(OC)c(CNc2ccc3c(c2)nc(C)n3C)c1	-4.7	-7.1	8.1	3.7	-11.3	-2.4	-3.1	-2.6	4.7	0.3
COc1ccc(N(CC(=O)NCc2ccc(C)cc2)S(=O)(=O)c2c(C)nn(C)c2C)cc1	-2.2	-7.8	30.0	26.6	-10.8	10.1	-1.3	2.5	2.2	0.1
O=C(Nc1ccnn1C1CCN(C/C=C/c2ccccc2)CC1)C1CCCC1	-13.3	-8.0	-2.9	6.4	-14.4	.	-2.6	-0.8	.	-1.2
O=S(=O)(c1ccc(SCCO)nc1)N1CCCC1	-25.3	1.5	.	5.7	-17.8	-4.0	.	.	25.3	-2.4
CCOC(=O)c1c(NC(=O)C2C3C=CC(C3)C2C(=O)O)sc2c1CC(C)(C)OC2 (stereo unspecified)	0.7	-1.1	-0.9	1.3	-15.3	-4.1	-3.7	4.3	-0.7	-2.8
CCn1c2ccccc2c2cc(NC(=O)CC(C)=O)ccc21	2.8	1.4	0.2	4.5	-7.8	2.9	8.8	-2.3	-2.8	-0.7
C1=C(c2ccccc2)Nc2ncnn2C1c1ccccc1 (stereo unspecified)	9.9	-3.2	.	20.8	-7.5	-2.4	-5.3	-390.6	-9.9	-2.1
Cc1ccccc1CN1CCN(C(=O)c2ccc(F)cc2)CC1	-87.1	-7.1	-1.1	2.1	-8.1	-0.7	.	-1.5	?	0.3
CCCS(=O)(=O)c1nc(S(=O)(=O)c2ccc(C)cc2)c(N2CCC(C)CC2)s1	8.8	-2.7	-2.5	11.4	-3.6	0.5	9.8	-2.4	-8.8	-0.9
O=C1NC[C@H](Cc2ccccc2)N(C[C@H]2CCCN2C[C@H](Cc2ccccc2)N2C[C@H](Cc3ccccc3)N(CC3CCCCCC3)C(=O)C2=O)C1=O	5.8	-0.2	.	4.5	1.3	-2.0	-1.0	-3.4	-5.8	-0.2
Cc1ccc(SCC(=O)OCC(=O)N(CCC#N)c2ccccc2)cc1C	-7.9	-4.5	0.7	12.5	-15.9	0.8	0.6	-5.1	7.9	-1.7
CC(=O)Nc1ccc(OCC(O)CN2CCN(c3cccc(Cl)c3)CC2)cc1 (stereo unspecified)	-2.4	3.7	-2.1	.	-9.5	-2.7	.	.	2.4	-2.5
CN(Cc1ccc(Cl)cc1Cl)C(=O)CCNC(=O)c1ccco1	-23.5	-6.3	-1.6	12.2	-9.3	.	6.4	-7.5	23.5	0.9
NC(=O)C1CCN(C(=O)c2cccc(S(=O)(=O)N3CCCC3)c2)CC1	3.4	-3.5	-2.5	.	-0.5	5.0	14.0	-12.9	-3.4	-1.8
COc1cccc(CNc2nc(SC)ncc2CO)c1	9.7	-5.4	-2.4	-33.6	-9.5	-3.5	-6.6	-0.2	-9.7	0.3

# Part of the list above, showing only PvdQ inh and MITF TRPM1 HTS:
Compound,PvdQ inh,MITF TRPM1 HTS
Cc1ccccc1CN1CCN(C(=O)c2ccc(F)cc2)CC1,-8.1,.
COc1ccc([N+](=O)[O-])cc1/C=N/NC(=O)/C(=C\c1cccs1)NC(=O)c1ccccc1,9.0,-7.8
Cc1ccc(SCC(=O)OCC(=O)N(CCC#N)c2ccccc2)cc1C,-15.9,0.6
CCOC(=O)c1[nH]ncc1CN1CCN(Cc2ccc(C)cc2)C(CCO)C1 (stereo unspecified),-0.3,9.8

# Further results:
structure	SR-BI HDL uptake	dFosB activator	NSD2 inh	PfHsp90 yeast 2	PvdQ inh	CAL PDZ FP-1	MITF TRPM1 HTS	Rtt109 Vps75	SR-BI DiI-HDL act	CAL PDZ FP-2
CC(=O)N1CCN=C1SCc1ccc(C)cc1	13.0	-1.9	.	9.6	7.0	6.3	8.8	2.7	-13.0	-0.6
COc1ccc(OC)c(CC(NC(C)=O)C(=O)NC2CCN(c3nc(OC)nc(OC)n3)CC2)c1 (stereo unspecified)	7.6	-0.3	-1.7	1.3	-3.7	.	-1.5	4.0	-7.6	-1.2
COc1ccc2[nH]c(=O)c(CN(CCO)S(=O)(=O)c3ccc4c(c3)OCCO4)cc2c1	8.1	-7.7	31.7	19.8	-12.3	-11.2	1.8	3.6	-8.1	-0.8
O=C(Cc1ccccc1)N1CCc2ccccc21	0.8	1.1	-2.2	-47.2	11.0	2.5	30.4	10.3	-0.8	-1.2
O=C(CCNS(=O)(=O)c1ccccc1)OCC(=O)c1ccc(F)cc1	8.0	-7.6	0.0	.	-5.5	-2.0	-6.0	-5.1	-8.0	-2.1
Cc1cn([C@H](C(=O)NCCCCCCCCCCC(=O)N2CCN(C(=O)OC(C)(C)C)CC2)[C@@H](C)O)nn1	48.4	-6.2	.	-2.9	6.4	-4.6	-8.9	6.4	-48.4	0.4
CC(C(=O)Nc1ccc(O)cc1)c1cccc(C(=O)c2ccccc2)c1 (stereo unspecified)	7.7	2.0	0.9	3.1	0.0	4.5	-12.4	10.0	-7.7	-1.2
O=C(CN1C(=O)NC2(CCCC2)C1=O)Nc1ccc(Cl)cc1F	.	-1.4	1.0	-17.3	6.1	-4.1	-6.6	6.0	.	-2.2
O=C(NCc1ccco1)c1ccc2c(c1)C(=O)N(C1CCCCC1)C2=O	12.5	-6.0	-0.2	5.7	11.2	-2.9	.	-42.4	-12.5	1.6
CCCN(Cc1ccccc1)C(=S)Nc1cccc(C(F)(F)F)c1	-16.7	-5.7	-1.8	-0.3	-8.1	0.1	-7.8	1.3	16.7	-2.1
COc1ccc(/C=C(/NC(=O)c2ccccc2)C(=O)NCCCn2ccnc2)cc1OC	-8.5	-5.4	-2.3	11.2	-11.2	2.5	-4.4	4.7	8.5	0.0
Cc1ccc(-n2nc3c(c2NC(=O)/C=C\c2ccc4c(c2)OCO4)CSC3)cc1	.	-7.2	.	-14.5	-8.3	.	-4.0	-13.8	.	-0.8
Cc1cc(C)cc(OCC(=O)NNC(=O)c2ccccn2)c1	-5.9	-3.3	-2.8	-4.0	-12.3	.	-8.3	-4.4	5.9	1.6
O=C(Nc1ccccc1)P(=O)(O)c1ccccc1	-12.8	3.5	20.5	8.5	14.0	-0.1	-2.5	-7.9	12.8	1.0
Cc1cc(=O)oc2c3c(cc(OCC(=O)NCC(=O)N[C@H](C(=O)O)C(C)C)c12)OC(C)(C)CC3	-23.6	-4.0	1.8	-32.0	-13.9	-8.0	14.3	9.3	23.6	-0.4
N#Cc1c(N)c(C#N)c(-c2ccc3c(c2)OCO3)c2c1CCCC2	31.5	-2.9	-3.2	11.0	-4.7	-1.2	3.5	-25.8	-31.5	.
O=C1CSC(c2ccc([N+](=O)[O-])cc2)N1C1CCCCC1 (stereo unspecified)	-8.0	-2.0	-1.6	22.6	-14.9	3.0	-8.4	1.3	8.0	-1.1
CCc1nnc(NC(=O)CCC(=O)N2CCN(Cc3cc(Cl)ccc3OC)CC2)s1	61.4	10.3	5.0	12.6	3.7	-2.0	13.1	4.6	-61.4	-0.9

# Bioassay records: PubChem BioAssay, Broad Institute
